CSN deneddyl inh: inhibitors of CSN-mediated cullin deneddylation, primary screen, biochemical, fluorescence polarization, uHTS; COP9 signalosome complex subunit 5 (Homo sapiens), Q92905; Purified CSN, SCF-Nedd8-OG deneddylation; inhibition, % at 12.5 µM; actives 0.38% (n = 360,000);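 active means pattern-corrected inhibition above about 35%, with an unprinted fluorescence ratio check between 0.5 and 1.5, limit read from the data, passing the limit was not always enough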;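 further: 0% = enzyme with substrate and 100% = substrate without enzyme; some results filed as inactive read as strong as hits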
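Schedule: reaction 90 min, room temperature / Assay system: HEK293T-derived human Csn5 enzyme / Input: Csn5 at 0.24 nM final / Measure: inhibition of Csn5 cleavage, % / Control set: substrate-only high control, full reaction low control / Technique: fluorescence polarization of the substrate / Buffer or medium: Tris/NaCl/DTT buffer, pH 7.5 / Reagent: SCFSkp2-Nedd8OG substrate at 10 nM final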
STEP block: STEP phosphatase inhibitors, primary screen, biochemical, fluorescence intensity, uHTS; recombinant STEP, OMFP fluorogenic substrate; inhibition, % at 20 µM; actives 0.25% (n = 360,000); Tyrosine-protein phosphatase non-receptor type 5 (Homo sapiens), P54829;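 active means inhibition at 20 µM, scaled per plate between control wells, above about 37%, limit read from the data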;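 further: 0% = DMSO with enzyme and substrate and 100% = substrate only without enzyme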
Target sequence (P54829 whole entry, looked up): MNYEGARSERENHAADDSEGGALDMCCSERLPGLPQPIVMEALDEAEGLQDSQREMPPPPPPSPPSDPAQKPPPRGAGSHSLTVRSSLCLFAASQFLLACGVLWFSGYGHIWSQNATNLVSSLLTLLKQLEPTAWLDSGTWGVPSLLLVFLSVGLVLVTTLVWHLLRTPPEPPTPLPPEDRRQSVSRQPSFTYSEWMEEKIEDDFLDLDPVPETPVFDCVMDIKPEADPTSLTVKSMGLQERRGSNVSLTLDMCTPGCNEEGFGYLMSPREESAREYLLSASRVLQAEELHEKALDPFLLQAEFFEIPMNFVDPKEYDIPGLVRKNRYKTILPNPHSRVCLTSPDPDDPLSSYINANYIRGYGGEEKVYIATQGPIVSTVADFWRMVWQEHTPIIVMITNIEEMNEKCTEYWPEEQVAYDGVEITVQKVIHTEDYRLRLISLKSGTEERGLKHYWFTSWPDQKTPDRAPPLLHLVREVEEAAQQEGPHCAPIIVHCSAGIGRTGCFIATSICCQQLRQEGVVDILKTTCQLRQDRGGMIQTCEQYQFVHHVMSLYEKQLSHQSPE
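Assay system: isolated STEP enzyme / Timing: 20 min at room temperature, dark / Doses: 20 µM, 1% DMSO / Technique: fluorescence intensity, excitation 480 nm, emission 540 nm / Reagent: fluorogenic phosphatase substrate OMFP at 25 µM final / Measure: percent inhibition scaled to no-enzyme and uninhibited-enzyme controls, plate-pattern corrected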
Tb MetRS inh: T. brucei MetRS inhibitors, primary screen, biochemical, luminescence | methionyl-tRNA synthetase (Trypanosoma brucei brucei) | purified T. brucei MetRS, ATP depletion, Kinase-Glo luminescence | inhibition, % at 11.9 µM | actives 0.4% (n = 360,000);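 active means inhibition above a per-plate cutoff of the control wells' mean inhibition plus 3 SD, cut at about 5.5% in these data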;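 further: 0% = DMSO wells median and 100% = median of wells with control inhibitor compound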
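Dosing: 11.9 µM compound single dose, 0.9% DMSO; Assay system: purified T. brucei MetRS enzyme; Measured by: Kinase-Glo luciferase luminescence reporting remaining unconsumed ATP; Schedule: 15 min plus 2 h at 25 °C.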
SUMO1-SIM PPI: modulators of SUMO1 protein-protein interactions, primary screen, biochemical, uHTS. actives 0.33% (n = 360,000). Small ubiquitin-related modifier 1 (Homo sapiens), P63165. inhibition, % at 20 µM. SUMO1 binding to a labelled peptide, TR-FRET, 1 h; in the data active means inhibition above about 37%
Target sequence (P63165 whole entry, looked up): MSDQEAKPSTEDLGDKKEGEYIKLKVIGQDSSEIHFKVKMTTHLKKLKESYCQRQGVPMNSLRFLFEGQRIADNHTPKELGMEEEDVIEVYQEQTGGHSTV
Rpn11 inh: Rpn11 (PSMD14) deubiquitinase inhibitors, primary screen, biochemical, fluorescence polarization, uHTS. calls only at 20 µM. AID 588493, 2011. actives 0.59% (n = 360,000). human 26S proteasome, Ub4-pepOG fluorescence polarization; 20S core pre-blocked with epoxomicin. 26S proteasome non-ATPase regulatory subunit 14 (Homo sapiens), O00487;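 active means inhibition at 20 µM, scaled to each plate's controls, above about 33%, limit read from the data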
DNMT1 inh: human DNMT1 methyltransferase inhibitors, primary screen, biochemical, molecular beacon, fluorescence, HinP1I cleavage, uHTS | inhibition (reported as % activation of signal), % at 10 µM | actives 0.83% (n = 360,000); in the data active means inhibition above about 50%
NadD block: inhibitors of S. aureus NadD, primary screen, biochemical, colorimetric, uHTS. purified NadD enzyme, colorimetric absorbance read-out. inhibition, % at 20 µM. actives 0.78% (n = 360,000). AID 602399, 2012; in the data active means inhibition above about 26%; further: some compounds past the cut are filed as inactive
MsrA inh: bovine MsrA enzyme inhibitors, primary screen, biochemical, absorbance, HTS. AID 651718, 2012. Methionine sulfoxide reductase A (Bos taurus). purified bovine MsrA, absorbance read-out. inhibition, % at 15.5 µM. actives 0.75% (n = 360,000); in the data active means inhibition above about 4.5%;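 further: 0% = vehicle wells with enzyme and 100% = reference inhibitor wells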
LMPTP block: LMPTP phosphatase inhibitors, primary screen, biochemical, fluorescence intensity, uHTS | Low molecular weight phosphotyrosine protein phosphatase (Homo sapiens), P24666 | recombinant LMPTP-A, OMFP fluorogenic substrate | inhibition, % at 20 µM | actives 0.22% (n = 360,000);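 active means compounds that cut the enzyme signal by at least half of the control window in the single-dose screen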;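 further: plate controls were DMSO wells with enzyme plus substrate for no effect and substrate without enzyme for full effect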
Target sequence (P24666 whole entry, looked up): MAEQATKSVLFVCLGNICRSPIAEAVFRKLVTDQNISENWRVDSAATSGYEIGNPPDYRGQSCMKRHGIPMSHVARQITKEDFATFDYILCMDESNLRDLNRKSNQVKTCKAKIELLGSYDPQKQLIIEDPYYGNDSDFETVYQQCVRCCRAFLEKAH
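Test system – LMPTP-A enzyme · Amount – LMPTP-A at 0.625 nM final in the reaction · Buffer or medium – Bis-Tris pH 6.0, DTT, detergent · Reagent – OMFP 400 µM · Doses – single 20 µM dose · Schedule – reaction 50 min, room temperature, dark · Detection – fluorescence intensity of OMFP turnover product · Evaluation – percent inhibition versus substrate-only and uninhibited controls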
Scp-1 inhibitor: Scp-1 phosphatase inhibitors, primary screen, biochemical, colorimetric, uHTS; Recombinant Scp1, phosphopeptide, malachite green phosphate absorbance; actives 0.88% (n = 340,000); AID 493091, 2011; inhibition, % at 20 µM; Carboxy-terminal domain RNA polymerase II polypeptide A small phosphatase 1 (Homo …;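 active means inhibition above about 50% at 20 µM, limit read from the data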;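 further: plate controls were DMSO wells with enzyme for no effect and wells lacking enzyme for full effect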
Target sequence (Q9GZU7 76-261 limits assumed): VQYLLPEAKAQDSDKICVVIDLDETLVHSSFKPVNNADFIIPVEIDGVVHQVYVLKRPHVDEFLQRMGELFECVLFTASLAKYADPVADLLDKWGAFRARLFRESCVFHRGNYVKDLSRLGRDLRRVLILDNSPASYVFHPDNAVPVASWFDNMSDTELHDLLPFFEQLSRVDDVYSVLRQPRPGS
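Test system – truncated SCP-1 phosphatase (76-261aa) · Reagent – Phosphorylated 17-residue peptide substrate · Incubation – 45 min room-temperature reaction, 5 min colour, 30 min stabiliser · Detection – colorimetric phosphate reagent with accelerator and stabiliser, absorbance at 630 nm · Measure – % inhibition at 20 µM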
* = called active by the depositor; i = inactive; / = not tested or not shown. The order is random, and some 3.9% of all compounds hit somewhere here.

SMILES	CSN deneddyl inh	STEP block	Tb MetRS inh	SUMO1-SIM PPI	Rpn11 inh	DNMT1 inh	NadD block	MsrA inh	LMPTP block	Scp-1 inhibitor
C[C@@H](NCCCn1cnc2c(OCc3ccccc3)ncnc21)c1cccc2ccccc12	0.8	-2.7	-0.2	-4.2	i	-3.9	-0.9	-0.8	-0.1	8.2
CC(C)Nc1nc2ccccc2c(=O)[nH]1	-1.3	3.1	0.9	3.2	i	0.9	1.4	0.1	-0.2	-11.0
Cc1cc(C)c(S(=O)(=O)Nc2ccc(O)cc2)cc1C	2.7	0.7	0.0	3.7	i	-0.4	1.8	/	-0.6	-10.7
O=S(=O)(c1cc(Cl)ccc1Cl)N1CCc2ccccc21	-0.5	-1.4	-1.1	4.1	i	-3.7	-4.9	-1.9	3.4	-11.5
Nc1ccccc1SCC(=O)N1CCc2ccccc21	7.2	-2.6	1.0	-4.2	i	-1.1	3.4	-0.6	-0.4	1.7
O=C(Nc1ccc(F)cc1)c1cccnn1	0.3	-0.4	-0.3	-0.4	i	-0.5	-7.4	1.0	-0.2	-7.3
O=C(CSc1nc2ccccc2c(=O)n1NC(=O)Cc1ccccc1)NCc1ccccc1	-0.2	-3.4	-0.6	8.0	i	1.7	6.7	0.7	-1.8	-8.4
CCOC(=O)[C@H]1CCC[C@@H](NS(=O)(=O)c2ccc(NC(C)=O)cc2)C1	3.8	-3.1	-1.3	-5.6	i	2.7	-6.2	1.6	-3.1	-7.5
Cc1cccc(CS(=O)(=O)Cc2ccc(C(=O)NCCN3CCCCC3C)o2)c1 (centres undefined)	-3.8	-10.2	0.2	-2.8	i	0.0	-7.1	-0.4	-2.4	-14.9
C=CCNC(=O)c1ccc2c3n(nc2c1)-c1ccc(C)cc1CO3	-6.8	-2.9	-0.3	-28.7	i	1.3	-3.2	2.7	0.6	0.8
O=C(O)CCn1c(=O)sc2ccccc21	3.4	0.0	-1.9	-0.6	i	3.4	1.4	-0.3	-1.2	2.9
COc1ccccc1N1C(=O)CC(N2CCc3ccccc32)C1=O (centres undefined)	0.6	3.2	-0.9	-4.5	i	-4.9	6.0	0.0	-0.2	3.8
Cc1ccccc1C(=O)NC(=S)Nc1ccc(Oc2ccc(Cl)cc2)cc1	-1.0	4.0	-1.0	0.6	i	1.3	-5.9	-0.8	0.4	-5.2
N#CCc1c(C#N)c(N)nc(N2CCN(C=O)CC2)c1C#N	-6.6	-1.0	-0.2	9.1	i	0.7	6.9	3.2	0.2	-8.1
CC1=C(C(=O)OC2CCCC2)C(c2coc3ccccc3c2=O)C2=C(CCCC2=O)N1 (centres undefined)	3.4	-0.2	-0.7	-4.6	i	0.9	2.1	1.3	-0.2	6.2
COc1cccc(NC(=O)CN(C)C(=O)CNC(=O)c2sc3ccccc3c2Cl)c1	1.3	1.4	0.0	-20.5	i	1.7	-2.2	0.5	-6.8	-15.0
COc1ccc(S(=O)(=O)N2CCOC2CNC(=O)C(=O)NCc2ccco2)cc1OC (centres undefined)	-0.7	2.0	-0.5	4.3	i	0.1	1.1	1.4	-1.6	-6.8
CCOc1ccc(N2CC(C(=O)Nc3nnc(Cc4ccc(OC)c(OC)c4)s3)CC2=O)cc1 (centres undefined)	-2.0	-1.5	-0.1	-6.5	i	-2.0	3.8	0.2	0.6	-4.7
Cn1c(Cc2ccccc2)nnc1SCC(=O)Nc1ccccc1	-6.6	-0.1	-0.7	-0.1	i	-1.1	-13.4	-0.8	-1.4	-6.9
CN(CC(=O)NCc1ccccc1Cl)S(=O)(=O)c1ccc2c(c1)n(C)c(=O)c(=O)n2C	1.6	-1.9	0.5	1.3	i	-0.7	-1.8	0.1	-1.3	-4.7

2 entries from above, with values ahead of the structure:
CSN deneddyl inh	STEP block	Tb MetRS inh	SUMO1-SIM PPI	Rpn11 inh	DNMT1 inh	NadD block	MsrA inh	LMPTP block	Scp-1 inhibitor	SMILES
-0.2	-3.4	-0.6	8.0	i	1.7	6.7	0.7	-1.8	-8.4	O=C(CSc1nc2ccccc2c(=O)n1NC(=O)Cc1ccccc1)NCc1ccccc1
3.8	-3.1	-1.3	-5.6	i	2.7	-6.2	1.6	-3.1	-7.5	CCOC(=O)[C@H]1CCC[C@@H](NS(=O)(=O)c2ccc(NC(C)=O)cc2)C1

New compounds follow.
SMILES	CSN deneddyl inh	STEP block	Tb MetRS inh	SUMO1-SIM PPI	Rpn11 inh	DNMT1 inh	NadD block	MsrA inh	LMPTP block	Scp-1 inhibitor
COc1ccccc1CNC(=O)Cn1cccc1	4.6	1.0	-0.5	-1.0	i	-0.2	7.8	1.0	-1.0	-7.8
COc1ccc(NS(=O)(=O)c2cc(N)ccc2N2CCOCC2)cc1	1.0	2.9	-0.3	5.9	i	-0.7	-3.4	0.4	0.5	-3.0
CC1(C(=O)NS(=O)(=O)c2ccc3c(c2)CCO3)CCN1C(=O)CCc1ccc(Cl)cc1Cl (centres undefined)	-5.3	0.6	-0.1	4.5	i	1.6	5.4	1.8	-2.8	/
Cc1ccc(-n2ncc3c2CC(C)(C)CC3NC(=O)CCc2cnn(C)c2)cc1 (centres undefined)	-3.7	0.5	-1.0	-0.1	i	2.6	4.8	1.1	-0.5	0.0
COc1ccc(S(=O)(=O)N[C@@H](Cc2ccccc2)C(=O)N2CC[C@@]3(O)CCCC[C@H]3C2)cc1	-6.6	-2.0	0.8	-0.7	i	0.6	-3.7	-0.6	-0.4	8.0
S=c1nc(NCc2ccc3c(c2)OCO3)c2ccccc2[nH]1	2.9	9.5	-0.8	-1.0	i	-3.9	1.7	-0.1	5.7	-3.4
Cc1nc(=O)c(-c2ccccc2)c(C)n1-c1ccccc1C(=O)O	-3.5	-5.5	-0.9	3.0	i	-0.4	0.0	0.2	0.9	1.6
CCOc1ccc(CN2CCN(Cc3[nH]c4ccccc4c3C)CC2CCO)cc1 (centres undefined)	-3.0	2.8	2.5	-0.6	i	-0.6	-1.7	-1.3	1.1	3.0
CCCCCCC(O)(CCN1CCCCC1)c1ccccc1 (centres undefined)	1.1	-4.6	0.0	4.8	i	-1.6	-5.4	-0.6	-0.9	-9.0
Cc1ccc(C(=O)NCC(=O)OCC(=O)Nc2ccc3[nH]c(=O)[nH]c3c2)cc1	0.9	-0.7	-0.5	17.3	i	-1.5	-6.7	0.1	0.2	-4.9
Fc1ccc(CSc2ccc3nnc(-c4cccs4)n3n2)cc1	-3.5	-2.8	-1.0	0.7	i	12.8	10.5	0.1	-0.4	2.6
CCOc1cc(/C=N/NC(=O)CCn2nnc3ccccc32)ccc1O	0.9	-2.3	0.1	-6.5	i	0.2	4.1	3.1	-2.8	-2.9
O=C(CSc1nc(NS(=O)(=O)c2ccccc2)cc(=O)[nH]1)Nc1ccc(Cl)cc1	-0.1	0.0	-0.5	0.3	i	-9.8	4.8	2.1	3.2	1.7
CCOc1ccccc1-c1nc(-c2cc3ccc(C)cc3[nH]c2=O)no1	12.1	32.7	-0.8	0.5	i	4.2	13.7	-0.4	3.5	57.0*
O=C(c1ccc(Cl)cc1)c1cnc(Nc2ccccc2)s1	-0.8	0.5	-1.1	0.2	i	10.7	5.0	0.3	-0.7	-4.7
Cc1ccccc1S(=O)(=O)N1C[C@H]2CON(C)[C@H]2C[C@H]1c1cccc(N2CCOCC2)c1	-2.7	0.8	0.2	3.4	i	0.0	-4.7	-1.1	0.8	-4.2
Cc1ccc(Cl)c(NC(=O)COC(=O)c2ccccc2C(=O)c2ccc(Cl)c([N+](=O)[O-])c2)c1Cl	-0.6	2.8	-0.8	-5.8	i	6.3	13.2	-0.1	0.6	2.4
COC(=O)c1cc(C(=O)OCC(=O)N2CCCCC2)cc([N+](=O)[O-])c1	-0.9	-1.1	-0.4	-29.4	i	-1.5	-1.9	1.0	-0.6	-12.4
O=C(NC(=S)Nc1cccc(Cl)c1N1CCCCC1)c1cccs1	-2.6	2.0	-1.0	-0.6	i	-7.7	2.4	-0.1	2.4	-1.1
CC(C)CC1(C)NC(=O)N(CC(=O)Nc2ccccc2Br)C1=O (centres undefined)	-0.9	-0.6	-0.5	0.4	i	-3.9	-3.6	0.8	-1.3	-9.6
CC(=O)N(C)C1(c2nnnn2CCOC(=O)Nc2cccc3ccccc23)CCCC1	-1.9	-1.8	-0.6	-4.5	i	-0.9	-3.1	-0.4	-0.3	2.6
Cc1cccc(NC(=S)NNC(=O)c2ccco2)c1	0.4	0.5	-0.2	1.3	i	0.8	-1.4	0.3	-1.5	-6.5
CC1(C)C2([N+](=O)[O-])CN(CCO)CC1([N+](=O)[O-])CN(CCO)C2	-5.7	-0.1	-1.4	-2.8	i	1.1	1.1	1.0	-1.2	1.1
CCOC(=O)c1cc(C)sc1NC(=O)CSc1nnnn1C	-1.0	0.1	0.4	-2.8	i	2.4	-2.6	0.2	-0.9	1.7
Cc1cc(C(=O)NCc2csc(-c3ccccc3)n2)no1	2.8	-0.8	-0.2	1.1	i	-0.5	1.9	-0.6	0.1	-8.3

In the list so far, these contain a nitro group on carbon:
SMILES	CSN deneddyl inh	STEP block	Tb MetRS inh	SUMO1-SIM PPI	Rpn11 inh	DNMT1 inh	NadD block	MsrA inh	LMPTP block	Scp-1 inhibitor
Cc1ccc(Cl)c(NC(=O)COC(=O)c2ccccc2C(=O)c2ccc(Cl)c([N+](=O)[O-])c2)c1Cl	-0.6	2.8	-0.8	-5.8	i	6.3	13.2	-0.1	0.6	2.4
COC(=O)c1cc(C(=O)OCC(=O)N2CCCCC2)cc([N+](=O)[O-])c1	-0.9	-1.1	-0.4	-29.4	i	-1.5	-1.9	1.0	-0.6	-12.4
CC1(C)C2([N+](=O)[O-])CN(CCO)CC1([N+](=O)[O-])CN(CCO)C2	-5.7	-0.1	-1.4	-2.8	i	1.1	1.1	1.0	-1.2	1.1

Source: PubChem BioAssay
